OX1R antag-1 = blocks the human orexin 1 receptor. O43613. OX1R-expressing cells, FRET antagonist read-out. inhibition, % at 6.6 µM. hit rate 1.8% among 330,000. AID 485270; in the data active = inhibition mostly above about 38%, no sharp cut-off; inactive = mostly below about 40%;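 note: 0% = agonist challenge alone and 100% = reference antagonist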
Target sequence (O43613 whole entry, looked up): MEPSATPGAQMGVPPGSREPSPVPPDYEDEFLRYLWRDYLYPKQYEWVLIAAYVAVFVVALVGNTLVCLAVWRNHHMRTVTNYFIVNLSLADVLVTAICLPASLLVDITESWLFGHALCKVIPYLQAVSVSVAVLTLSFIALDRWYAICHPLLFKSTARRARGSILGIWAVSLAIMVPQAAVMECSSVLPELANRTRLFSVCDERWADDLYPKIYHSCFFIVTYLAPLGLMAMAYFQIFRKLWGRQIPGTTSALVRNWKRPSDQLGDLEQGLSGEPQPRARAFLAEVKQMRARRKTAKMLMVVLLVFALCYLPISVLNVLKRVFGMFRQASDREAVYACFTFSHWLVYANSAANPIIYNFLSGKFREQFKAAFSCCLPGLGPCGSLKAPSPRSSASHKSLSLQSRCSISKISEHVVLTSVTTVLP
OX1R antag-2 = antagonists of human orexin 1 receptor; CHO/OX1R cells, Fluo-8 calcium fluorescence, orexin A; AID 434989; O43613; inhibition, % at 5 µM; hit rate 0.43% among 330,000;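 active = inhibition above its plate's threshold, mean inhibition of all tested compounds on the plate plus 3 SD, cut at about 37% in these data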;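 note: 0% = orexin A challenge wells and 100% = SB-334867-A antagonist wells; not every result past the cut was called active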
Starred values were filed as active, the others as inactive. No enrichment for hits; any-hit rate near 2%.

How did O=C1N2CCSC2=NC1(Nc1ccccn1)C(F)(F)F (configuration not stated) do in these assays?
OX1R antag-1: 41; OX1R antag-2: -7

Results for Nc1nc(COc2ccccc2C=O)nc(Nc2ccccc2)n1 ?
OX1R antag-1: 5; OX1R antag-2: -3

What do the screens show for `CC(=O)C1=C(O)C(=O)N(CCc2ccccc2)C1c1ccccc1[N+](=O)[O-]` (configuration not stated)?
OX1R antag-1: 37; OX1R antag-2: -7

What do the screens show for `COC(=O)c1cccc(CN2C(=O)SC(Nc3ccc(C)cc3)C2=O)c1` (configuration not stated)?
OX1R antag-1: 18; OX1R antag-2: -19

How did CC(=O)N1c2ccccc2[C@@H](C)[C@@H]1C do in these assays?
OX1R antag-1: 1; OX1R antag-2: -15

How did Cc1cccc(-c2noc(CCCOc3ccc(Cl)cc3Cl)n2)c1 do in these assays?
OX1R antag-1: 16; OX1R antag-2: -14

Results for COc1ccccc1N1CCN(C(=O)N2CCOCC2)CC1 ?
OX1R antag-1: 8; OX1R antag-2: -6

What do the screens show for `O=c1c2ccccc2nc(COc2ccccc2)n1/N=C/c1cc([N+](=O)[O-])ccc1O`?
OX1R antag-1: 35; OX1R antag-2: -13

Results for O=C(c1cccs1)n1nc(-c2ccccc2)nc1NCc1ccc(F)cc1 ?
OX1R antag-1: 10; OX1R antag-2: -3

How did CC1(C)NS(=O)(=O)Oc2ccccc21 do in these assays?
OX1R antag-1: 18; OX1R antag-2: 1

Results for Cc1cc(Cl)ccc1C(=O)C1CCCN(C(=O)c2cscn2)C1 (configuration not stated) ?
OX1R antag-1: 7; OX1R antag-2: -15

What do the screens show for `COc1ccccc1C(=O)Nn1c(C2CCC2)nc2ccccc2c1=O`?
OX1R antag-1: 15; OX1R antag-2: -20

Results for Cc1cc(Oc2ccccc2)nc(SCC(=O)Nc2ccc(Cl)c(Cl)c2)n1 ?
OX1R antag-1: 12; OX1R antag-2: -34

Results for Cc1c(Cl)cccc1NC(=O)N1CCN(C(=O)c2ccco2)CC1 ?
OX1R antag-1: 9; OX1R antag-2: -5

What do the screens show for `CC(=O)Nc1ccc(N=Cc2ccc[nH]2)cc1`?
OX1R antag-1: 8; OX1R antag-2: 6

Quoted at random: six entries already listed.
What do the screens show for `O=c1c2ccccc2nc(COc2ccccc2)n1/N=C/c1cc([N+](=O)[O-])ccc1O`?
OX1R antag-1: 35; OX1R antag-2: -13

What do the screens show for `CC(=O)C1=C(O)C(=O)N(CCc2ccccc2)C1c1ccccc1[N+](=O)[O-]` (configuration not stated)?
OX1R antag-1: 37; OX1R antag-2: -7

How did Cc1cccc(-c2noc(CCCOc3ccc(Cl)cc3Cl)n2)c1 do in these assays?
OX1R antag-1: 16; OX1R antag-2: -14

Results for Nc1nc(COc2ccccc2C=O)nc(Nc2ccccc2)n1 ?
OX1R antag-1: 5; OX1R antag-2: -3

How did O=C1N2CCSC2=NC1(Nc1ccccn1)C(F)(F)F (configuration not stated) do in these assays?
OX1R antag-1: 41; OX1R antag-2: -7

How did CC1(C)NS(=O)(=O)Oc2ccccc21 do in these assays?
OX1R antag-1: 18; OX1R antag-2: 1

More records:
What do the screens show for `COCCCNC(=O)C1CCC(CNS(=O)(=O)c2ccc(Cl)cc2)CC1` (configuration not stated)?
OX1R antag-1: 6; OX1R antag-2: -6

Results for COc1ccccc1N1CCN(C(=O)CSc2nnc(NC(=O)c3ccco3)s2)CC1 ?
OX1R antag-1: 4; OX1R antag-2: -32

What do the screens show for `COc1ccc(C2CC(c3ccc(F)cc3)=NN2c2ccccc2)cc1OC` (configuration not stated)?
OX1R antag-1: 15; OX1R antag-2: -42

Results for O=C(NCc1ccccc1)c1ccc(Br)o1 ?
OX1R antag-1: -3; OX1R antag-2: -5

How did CCCOC(=O)c1ccc(OCC(O)CN2C(=O)NC(C)(C)C2=O)cc1 (configuration not stated) do in these assays?
OX1R antag-1: 19; OX1R antag-2: -7

Results for Cc1ccc(CN2CCN(Cc3nc(C(C)C)cs3)CC2CCO)cc1 (configuration not stated) ?
OX1R antag-1: -1; OX1R antag-2: -41

What do the screens show for `O=Cc1ccc(OC(=O)c2cccnc2)cc1`?
OX1R antag-1: 5; OX1R antag-2: 7

Results for O=C(CSc1nc2ccsc2c(=O)n1-c1ccccc1)N1CCCC1 ?
OX1R antag-1: 4; OX1R antag-2: 1

How did N#Cc1ccc(NC(=O)COC(=O)C2Cc3ccccc3CN2C(=O)c2ccccc2)cc1 (configuration not stated) do in these assays?
OX1R antag-1: 17; OX1R antag-2: -19

How did COc1ccc(CC(=O)NNS(=O)(=O)c2ccccc2)cc1OC do in these assays?
OX1R antag-1: 16; OX1R antag-2: -10

How did COc1ccc(CN(CC2CCC(C(=O)O)CC2)C(=S)Nc2cc(C)cc(C)c2)cc1 (configuration not stated) do in these assays?
OX1R antag-1: 15; OX1R antag-2: -20

Results for O/N=C\c1ccc2noc(-c3ccc(Cl)cc3)c2c1 ?
OX1R antag-1: 0; OX1R antag-2: -26

What do the screens show for `Cc1nc2ccc(NC(=O)c3nn(C(C)C)c(=O)c4ccccc34)cc2s1`?
OX1R antag-1: -4; OX1R antag-2: -5

Results for CCCC(c1nnnn1Cc1cccs1)N1CCN(c2ccc(OC)cc2)CC1 (configuration not stated) ?
OX1R antag-1: 6; OX1R antag-2: -17

What do the screens show for `CCOc1cc(CNCC2CCCO2)cc(Br)c1OCC(N)=O` (configuration not stated)?
OX1R antag-1: 6; OX1R antag-2: -1

Some of these compounds in order of length of the SMILES, largest number first.
How did CCCOC(=O)c1ccc(OCC(O)CN2C(=O)NC(C)(C)C2=O)cc1 (configuration not stated) do in these assays?
OX1R antag-1: 19; OX1R antag-2: -7

How did COc1ccc(CC(=O)NNS(=O)(=O)c2ccccc2)cc1OC do in these assays?
OX1R antag-1: 16; OX1R antag-2: -10

What do the screens show for `CCOc1cc(CNCC2CCCO2)cc(Br)c1OCC(N)=O` (configuration not stated)?
OX1R antag-1: 6; OX1R antag-2: -1

Continuation:
How did Cc1nc2ccc(S(=O)(=O)N(C)CC(=O)NCCc3ccccc3)cc2s1 do in these assays?
OX1R antag-1: 13; OX1R antag-2: -23

How did CCOc1ccc(N2C(=O)C3Sc4[nH]c(=O)sc4C(/C=C/c4ccccc4)C3C2=O)cc1 (configuration not stated) do in these assays?
OX1R antag-1: 27; OX1R antag-2: -3

How did CC(C)CNc1nc(NC(C)(C)C)nc(Oc2ccc(=O)[nH]n2)n1 do in these assays?
OX1R antag-1: 7; OX1R antag-2: -20

Results for COc1cc(NC(=O)CCc2nnc3ccc(N4CCCC4)nn23)cc(OC)c1OC ?
OX1R antag-1: 10; OX1R antag-2: 2

Results for C[C@H](NC(=O)[C@@H]1CCC(=O)N1Cc1ccco1)c1ccccc1 ?
OX1R antag-1: 3; OX1R antag-2: 4

What do the screens show for `O=c1cc(-c2ccc(Br)cc2)[nH][nH]1`?
OX1R antag-1: 10; OX1R antag-2: 13

How did O=C(COC(=O)/C=C/c1cccc(Br)c1)NC1CC1 do in these assays?
OX1R antag-1: 0; OX1R antag-2: -15

What do the screens show for `O=C(COc1ccccc1C(=O)O)Nc1nc2ccc([N+](=O)[O-])cc2s1`?
OX1R antag-1: 59*; OX1R antag-2: 37

What do the screens show for `COCN(C#N)c1nc(N(C)C)nc(N(C)C)n1`?
OX1R antag-1: 7; OX1R antag-2: -7

Results for CC(=O)NC12CC3CC(C1)CC(C(=O)Nc1c(C)n(C)n(-c4ccccc4)c1=O)(C3)C2 ?
OX1R antag-1: 10; OX1R antag-2: 1

Results for CC1CCN(c2nc3c(=O)[nH]c(N)nc3n2[C@@H]2O[C@H](CO)[C@@H](O)[C@H]2O)CC1 ?
OX1R antag-1: 23; OX1R antag-2: -16

Results for O=C(CN1CCCC1)N1CCCc2ccccc21 ?
OX1R antag-1: 16; OX1R antag-2: -8

What do the screens show for `S=C1NC(c2cccs2)=CC(c2ccc(Br)cc2)N1` (configuration not stated)?
OX1R antag-1: 25; OX1R antag-2: -18

How did O=c1c2c3c(sc2n(CCN2CCCC2)c(=O)n1Cc1ccccc1)CCCCC3 do in these assays?
OX1R antag-1: 7; OX1R antag-2: -25

How did COc1cccc(C(=O)N2CCN(C(=O)c3cccc(F)c3)CC2)c1 do in these assays?
OX1R antag-1: 11; OX1R antag-2: -9

What do the screens show for `CCOC(=O)CC(N)c1ccc(OC)cc1` (configuration not stated)?
OX1R antag-1: 16; OX1R antag-2: -11

Results for CC1CN(C2CCN(S(=O)(=O)c3ccc4ccccc4c3)CC2)CC(C)O1 (configuration not stated) ?
OX1R antag-1: -2; OX1R antag-2: -17

Results for COc1ccc(S(=O)(=O)N(CC(=O)NCc2ccco2)c2ccc(C)cc2)cc1OC ?
OX1R antag-1: 21; OX1R antag-2: -14

How did CC1CN(S(=O)(=O)c2ccc(C(=O)Nc3nccs3)cc2)CC(C)O1 (configuration not stated) do in these assays?
OX1R antag-1: 7; OX1R antag-2: -24

What do the screens show for `Cc1ccccc1OCCn1nc(C(=O)O)c2ccccc2c1=O`?
OX1R antag-1: 23; OX1R antag-2: -10

Results for O=C(CSc1nnc(NC2CCCCC2)s1)Nc1ccc(N2CCOCC2)cc1 ?
OX1R antag-1: 9; OX1R antag-2: -17

How did COc1cccc(C2N(c3ccccn3)C(=O)C3CCCN32)c1OC (configuration not stated) do in these assays?
OX1R antag-1: 18; OX1R antag-2: -8

What do the screens show for `O=C(CSc1ncc(-c2ccc(F)cc2)n1Cc1ccco1)Nc1nccs1`?
OX1R antag-1: 46; OX1R antag-2: 22

Results for COc1cccc(-c2nc3ccccc3c(=O)o2)c1 ?
OX1R antag-1: 14; OX1R antag-2: -10

Results for O=C(N/N=C/c1cccc(C(F)(F)F)c1)C1CCN(c2ncc(C(F)(F)F)cc2Cl)CC1 ?
OX1R antag-1: 6; OX1R antag-2: -12

What do the screens show for `CCCCCN(C(=O)CCC(=O)OCC(=O)N1CCC(C)CC1)c1c(N)n(CCCC)c(=O)[nH]c1=O`?
OX1R antag-1: 33; OX1R antag-2: 12

What do the screens show for `CCO[C@@H]1OC(C(=O)N2CCN(Cc3ccc4c(c3)OCO4)CC2)=C[C@H](c2coc3ccccc3c2=O)[C@H]1CCCO`?
OX1R antag-1: 8; OX1R antag-2: -26

Results for CCOC(=O)Cn1c(=NC(=O)C2COc3ccccc3O2)sc2cc(S(N)(=O)=O)ccc21 (configuration not stated) ?
OX1R antag-1: 14; OX1R antag-2: 0

Results for COCCN(CC(=O)NCc1ccccc1)C(=O)CCC(=O)Nc1nccs1 ?
OX1R antag-1: 0; OX1R antag-2: -12

Results for COc1cc(C(=O)NCc2nnc(SCC(=O)N3CCCCC3)o2)cc(OC)c1OC ?
OX1R antag-1: 17; OX1R antag-2: -16

What do the screens show for `Cc1ccc(SC(C)c2nc(-c3ccccc3)no2)cc1` (configuration not stated)?
OX1R antag-1: 14; OX1R antag-2: -21

Results for CCOP(=O)(OCC)C(Nc1cccc(C)c1)c1ccc(F)cc1 (configuration not stated) ?
OX1R antag-1: 13; OX1R antag-2: -20

Results for O=S(=O)(c1cccc(S(=O)(=O)N2CCN(c3ncccn3)CC2)c1)N1CCOCC1 ?
OX1R antag-1: 10; OX1R antag-2: -3

Results for COc1cccc(CN(C)C(=O)Nc2cccc(C(F)(F)F)c2)c1OC ?
OX1R antag-1: 5; OX1R antag-2: -15

How did Cc1nn(CC(C)C)c(Cl)c1C(=O)N(c1ccc(Cl)cc1F)S(C)(=O)=O do in these assays?
OX1R antag-1: 20; OX1R antag-2: -34

What do the screens show for `COc1ccc(CN2C(=O)C(CC(C)C)Nc3ncnc(N4CCN(c5ccccc5)CC4)c32)cc1` (configuration not stated)?
OX1R antag-1: 20; OX1R antag-2: -20

What do the screens show for `Cc1cc([N+](=O)[O-])ccc1NC1CCCC1`?
OX1R antag-1: 10; OX1R antag-2: -4

What do the screens show for `O=C1NCCCCC1NC1CC(=O)N(c2ccccc2)C1=O` (configuration not stated)?
OX1R antag-1: 16; OX1R antag-2: -10

Results for CCc1nnc(NC(=O)C2CCN(c3cnccn3)CC2)s1 ?
OX1R antag-1: 9; OX1R antag-2: -17

What do the screens show for `Cc1c(C(=O)NCc2cccnc2)oc2ccccc12`?
OX1R antag-1: 14; OX1R antag-2: -10

Results for Nc1nccnc1C(=O)OCC(=O)NC1CCCc2ccccc21 (configuration not stated) ?
OX1R antag-1: 3; OX1R antag-2: -13

What do the screens show for `CCCC(NC(=O)COc1cc2c(c3oc(=O)c(C)c(C)c13)CCC(C)(C)O2)C(=O)O` (configuration not stated)?
OX1R antag-1: 0; OX1R antag-2: 0

How did Cc1ccc(C(=O)N/N=C/C=C/c2ccccc2)o1 do in these assays?
OX1R antag-1: 7; OX1R antag-2: 3

Results for CC(=O)c1cccc(NC(=O)C(C)OC(=O)c2ccc3ncsc3c2)c1 (configuration not stated) ?
OX1R antag-1: 3; OX1R antag-2: -3

What do the screens show for `C=CCn1c(COc2ccccc2OC)nc2ccccc21`?
OX1R antag-1: 0; OX1R antag-2: -16

What do the screens show for `CC(=O)Nc1cccc(/C(C)=N/NC(=O)c2ccc3c(c2)OCO3)c1`?
OX1R antag-1: 16; OX1R antag-2: -24

How did S=C(NCc1ccco1)Nc1ccccc1 do in these assays?
OX1R antag-1: 49; OX1R antag-2: 7

What do the screens show for `CCCCNC(=S)N=Nc1c(O)n(Cc2ccccc2)c2ccccc12`?
OX1R antag-1: 25; OX1R antag-2: -33

Screening data from PubChem.
